Screening results deposited in PubChem BioAssay by National Center for Advancing Translational Sciences (NCATS).
pAkt inh – Akt phosphorylation inhibition | Neuro2A IGF-stimulated pAkt S473 HTRF, 20 min; hits give low values | activity change, % for hits at 50 µM | actives 0.32% (n = 360,000) | AID 651550; in the data active means activity change below about -80%; inconclusive means mostly about -51% to -80%; further: on the % scale 0 is the no-effect control and ±100 the full control effect
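Neuro2A cells (4,500/well, DMEM with 0.5% FBS) were treated with compound at a single 50 µM final concentration, stimulated with 6 nM IGF for 20 min at 37 °C, and lysed. Phospho-Akt Ser473 was read by HTRF as 665/615 ratio ×10^4.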
aSyn rescue – alpha-synuclein toxicity inhibition in yeast; Yeast expressing alpha-synuclein, growth rescue, BacTiter-Glo, 24 h; Potency, µM (highest dose often 46.1 µM), for the others: at the highest dose growth rescue (activation), actives largely listed as activators; actives 0.14% (n = 370,000); AID 652106; further: potency means the concentration at half of the fitted maximal effect; % of control where 0% means no effect; nearly all actives have a fitted effect of over 65% in size
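Rescue of yeast growth: cells expressing toxic alpha-synuclein, induced in galactose at OD600 0.02, incubated with compound 24 h at 30 C. ATP luminescence quantified growth; inhibitors of toxicity appear as activators.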
HEK293 tox – cytotoxicity counter-screen for GLP-1 receptor inverse agonists | HEK293 cAMP-luciferase reporter cells, luminescence, 24 h | Potency, µM (doses to about 38.3 µM), for inactives: top-dose activity change, negative = inhibition, usual class: inhibitors | actives 0.13% (n = 410,000) | AID 624418;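 further: loss of luciferase light is scored as toxicity; potency means the concentration at half of the fitted maximal effect; on the % scale 0 is the no-effect control and ±100 the full control effect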
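To flag toxic compounds, the library was rerun on cells for 24 hr at 37 deg C and 5% CO2. Viability-linked luminescence was captured 12 min after adding luciferase detection reagent.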
GLP1R inv ag – GLP-1 receptor (human) inverse agonism; P43220; actives 1.6% (n = 410,000); HEK293 GLP-1R CRE-luciferase, luminescence, 24 h; GLP-1R form is constitutively active; Potency, µM (series often up to 38.3 µM), inactives show at the highest dose activity change, negative = inhibition, hits mostly inhibitors; AID 624417; further: potency means the concentration at half of the fitted maximal effect; on the % scale 0 is the no-effect control and ±100 the full control effect; nearly all actives have a fitted effect of over 55% in size
Target sequence (P43220 whole entry, looked up): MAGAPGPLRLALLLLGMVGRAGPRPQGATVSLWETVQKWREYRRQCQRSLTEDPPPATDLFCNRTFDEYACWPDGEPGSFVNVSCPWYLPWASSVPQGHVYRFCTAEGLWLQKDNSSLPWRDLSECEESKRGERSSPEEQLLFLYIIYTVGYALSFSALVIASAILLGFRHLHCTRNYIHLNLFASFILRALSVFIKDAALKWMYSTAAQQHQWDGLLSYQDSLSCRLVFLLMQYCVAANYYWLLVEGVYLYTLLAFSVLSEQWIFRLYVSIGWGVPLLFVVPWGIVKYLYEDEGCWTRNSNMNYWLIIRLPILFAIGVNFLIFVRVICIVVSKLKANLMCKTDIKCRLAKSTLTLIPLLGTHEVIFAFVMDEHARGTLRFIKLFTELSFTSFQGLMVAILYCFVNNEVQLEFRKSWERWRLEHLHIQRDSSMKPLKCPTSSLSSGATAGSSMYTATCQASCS
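Inverse agonism was detected as reduced cAMP-driven luciferase luminescence after 24 h compound treatment. The cells were HEK293 clones expressing constitutively active human GLP-1R with the reporter. Reporter-only and GPR119 cell lines served as counterscreen controls.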
MmCpn inh – inhibitors of Methanococcus maripaludis chaperonin (MmCpn); purified Mm-Cpn ATPase, ADP Transcreener TR-FRET; actives 0.031% (n = 330,000); Potency, µM (series often up to 76.9 µM), for inactives: at the highest dose activity, negative = inhibition, usual class: inhibitors; AID 504842; further: potency means the concentration at half of the fitted maximal effect; on the % scale 0 is the no-effect control and ±100 the full control effect; nearly all actives have a fitted effect of over 80% in size
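Compound-treated chaperonin, 25 nM final, turns over 10 uM ATP at 37°C for 30 min following a 10 min preincubation; ADP generated competes with ADP-d2 for Eu-cryptate antibody, lowering FRET.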
TDP43 rescue – TDP-43 toxicity inhibition in yeast. TDP-43 expressing yeast growth rescue, BacTiter-Glo, 24 h. Potency, µM (highest dose often 46.1 µM), without a hit: at the highest dose growth rescue (activation), hits mostly activators. actives 1.8% (n = 410,000); further: potency means the concentration at half of the fitted maximal effect; % of control where 0% means no effect; nearly all actives have a fitted effect of over 50% in size
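Galactose-induced TDP-43 yeast, OD600=0.02, compound pinned; 24 hr, 30 deg C; BacTiter-Glo luminescence for growth. Inhibitors of TDP-43 toxicity read as activators.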
FUS suppressor – FUS proteinopathy suppression in yeast | S. cerevisiae FUS-expressing, growth rescue, OD600, 24 h | Potency, µM (series often up to 76.6 µM), for inactives: top-dose growth rescue (activation), hits mostly activators | actives 0.24% (n = 390,000) | AID 1347120;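 further: potency means the concentration at half of the fitted maximal effect; plate controls were DMSO vehicle for no effect and reference control for full effect; nearly all actives have a fitted effect of over 55% in size; some results filed as inactive show a strong effect at the top dose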
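Toxicity suppression screen in FUS-yeast. Cells induced with 2% galactose, starting OD 0.005, treated 24hr at 30C with compounds at multiple final concentrations; growth by OD600.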
PTHR1 agonist – agonists of human PTHR1 parathyroid hormone receptor | Q03431 | HEK293 GP2 PTHR1 cells, GloSensor cAMP luminescence, 1 h | Potency, µM (titrated, usually from 115 µM), inactives show at the highest dose activation, actives largely listed as activators | actives 0.075% (n = 410,000) | AID 743266; further: potency means the concentration at half of the fitted maximal effect; nearly all actives have a fitted effect of over 55% in size; some results filed as inactive show a strong effect at the top dose; inactives centre near -15; many of its hits are not listed in these tables
Target sequence (Q03431 whole entry, looked up): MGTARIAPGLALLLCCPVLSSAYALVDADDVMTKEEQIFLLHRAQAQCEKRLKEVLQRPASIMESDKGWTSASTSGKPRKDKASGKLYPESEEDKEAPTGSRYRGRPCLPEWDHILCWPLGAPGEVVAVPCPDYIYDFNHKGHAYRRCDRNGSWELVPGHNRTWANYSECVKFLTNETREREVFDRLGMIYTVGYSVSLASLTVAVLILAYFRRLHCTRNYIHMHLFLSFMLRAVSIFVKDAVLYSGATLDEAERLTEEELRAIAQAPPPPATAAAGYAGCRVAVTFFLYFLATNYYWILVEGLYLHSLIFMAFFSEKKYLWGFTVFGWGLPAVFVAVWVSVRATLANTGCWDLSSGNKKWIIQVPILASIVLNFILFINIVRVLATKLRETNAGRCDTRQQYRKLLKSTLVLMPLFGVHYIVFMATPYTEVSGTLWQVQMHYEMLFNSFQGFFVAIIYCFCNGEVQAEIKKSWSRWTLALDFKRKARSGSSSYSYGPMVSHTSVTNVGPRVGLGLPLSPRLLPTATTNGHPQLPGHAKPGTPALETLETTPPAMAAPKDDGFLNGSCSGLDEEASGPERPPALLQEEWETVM
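HEK-293-derived GP2 cells expressing PTHR1 and a GloSensor cAMP reporter, 3,000/well, plated overnight, given luciferin plus IBMX (each 0.5 mM as added) for 1 h at 37 °C, then compound for 1 h at 37 °C. Luminescence was read after 15 min at room temperature.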
Abeta rescue – restores growth of yeast expressing A-beta42 peptide. yeast expressing A-beta42, growth rescue, OD600, 48 h; response scale: 0% DMSO, 100% iron-clioquinol control. Potency, µM (doses to about 46.1 µM), for inactives: top-dose growth rescue, actives largely listed as activators. actives 0.063% (n = 410,000); further: potency means the concentration at half of the fitted maximal effect; nearly all actives have a fitted effect of over 55% in size
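Growth rescue measured by 600 nm absorbance after 48 h yeast culture at 30 C with compound. Values normalized between DMSO and an equimolar ferric chloride plus clioquinol control.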
Numbers without * were called inactive; i = inactive; ? = inconclusive; · = no result given; & = joins results of further samples; [ ] = remark or other dose. Unless noted, the call rests on the fitted dose curve; in most records, active means well fitted curve in the direction sought with a large enough effect; inconclusive means small, poorly fitted or top-dose-only effect, or another doubt; inactive means no such curve, though single readings can be large; an effect the other way counts as inactive or inconclusive. Only part of the results is shown, so the mix of outcomes need not match the whole.

compound	pAkt inh	aSyn rescue	HEK293 tox	GLP1R inv ag	MmCpn inh	TDP43 rescue	FUS suppressor	PTHR1 agonist	Abeta rescue
O=C(NCC(=O)N1CCC2(CC1)NCCc1[nH]cnc12)c1ccccc1F	i	1%	-2%	-1%	0%	13%	-10%	i	-2%
O=C1OC(N2CCN(C(=O)c3ccco3)CC2)c2ccccc21 (configuration not stated)	i	-14%	-17%	4%	1%	-10%	5%	-5%[57.5 µM]	-2%
CC(C)(C)CC(C)(C)NC(=O)c1ccc2snnc2c1	i	-2%	9%	?	1%	5%	23%	i	8%
Cc1cccc(C(=O)Nc2ccc3oc(-c4cccc5c(Br)cccc45)nc3c2)c1	·	·	-6%	0%	·	?	27%	-14%	-2%
Cc1ccc(C)c(S(=O)(=O)N2CCCOC2CNC(=O)C(=O)NCc2cccnc2)c1 (configuration not stated)	i	5%	9%	18%	-2%	23%	-21%	i	4%
O=C(Oc1cc(-c2ccccc2)no1)c1ccc(F)cc1	i	0%	-1%	0%	-1%	15%	-19%	i	8%
CN(CC(=O)Nc1ccc(Cl)cc1)C(=O)CNC(=O)c1cccs1	i	0%	-27%	-15%	0%	15%	-23%	-20%	-19%
COc1ccc(C(=O)/C=C/Nc2cc(C)on2)cc1	i	?	-11%	4%	2%	4%	-9%	i	-14%
COC(=O)c1c(NC(C)=O)sc(C(=O)Nc2ccccc2OC)c1C	i	9%	-1%	-4%	1%	-15%	41%	-15%	-20%
CCOC(=O)Cc1csc(NC(=O)CSc2nnc(-c3ccncc3)n2Cc2ccco2)n1	i	-4%	5%	0%	·	-1%	6%	-52%[inhibitor][57.5 µM]	15%
CCOc1ccccc1-c1nc(SCC(=O)c2ccc(OC)c(Br)c2)n[nH]1	·	·	-5%	-10%	·	9%	-26%	-44%[inhibitor]	-2%
COC(=O)c1ccccc1S(=O)(=O)N1CCC(C(=O)N(C)CCOc2ccccc2)CC1	i	10%	-4%	?	0%	-13%	24%	i	?
Cn1ncc([N+](=O)[O-])c1C(=O)N/N=C/c1ccc(F)cc1	i	0%	-8%	-1%	1%	14%	·	i	-7%
O=C(Cc1ccc(Cl)cc1)NCCCNC(=O)c1cccnc1	i	-20%	0%	-14%	-1%	-27%	16%	-20%	-20%
CCN1C(=O)/C(=C/N(C)c2ccccc2)OC1=S	i	-1%	-10%	-7%	3%	0%	10%	-9%[57.5 µM]	-15%
Cc1ccccc1CSc1nsc(N)n1	i	1%	-3%	-5%	-14%	?	-38%	i	12%
Cc1cc(C)n2nc(SCC(=O)NC(=O)c3ccccc3)nc2n1	i	0%	-5%	2%	-10%	4%	4%	-3%	8%
COc1cc(OC)cc(C(=O)Nc2ccc3nc(Nc4cccc(C(F)(F)F)c4)cc(C)c3c2)c1	·	·	-22%	?	·	0%	?	-4%	?
COc1cc2c(cc1OC)-c1cc(NCc3ccccn3)nc(=O)n1CC2	i	-5%	-4%	165%[activator]	-14%	1%	6%	i	-4%
O=C1c2ccccc2C(Nc2ccc(Cl)cn2)N1c1cccnc1 (configuration not stated)	i	4%	0%	?	3%	9%	-8%	-5%	3%
CCOc1ccc(Br)cc1CNCCSc1nnnn1-c1ccccc1	·	·	0%	?	·	9%	16%	i	-12%
N#Cc1ccc(N2Cc3ccccc3/C2=N/C(=O)Nc2ccc(Cl)cc2)cc1	i	-9%	-24%	10%	2%	-3%	·	i	-5%
CCCc1cc(C(=O)Nc2ccc(C(=O)c3ccccc3)cc2)n(C)n1	i	-8%	0%	?	2%	25µM*	28%	-45%[inhibitor]	-12%
COc1cccc(C(=O)Nc2cc3c(cc2Br)OCCCO3)c1	i	1%	-4%	-10%	3%	6%	·	i	-4%
COc1ccccc1N/N=C1\COC(C)(C)CC1=O	i	11%	-29%	?	1%	-15%	-1%	-7%	10%
COC(=O)C(C(=O)Nc1ccccc1C)C1CCCC1 (configuration not stated)	i	1%	3%	-13%	-2%	-10%	-6%	i	-6%
CCOC(=O)c1c(NC(=O)C(C)Sc2cn(CCNC(=O)c3ccccc3OC)c3ccccc23)sc2c1CCC2 (configuration not stated)	·	·	13%	?	·	4%	?	16%	-6%
COc1ccc(C2=NOC(C(=O)NCc3ccco3)C2)cc1OC (configuration not stated)	i	-17%	?	0%	-3%	-11%	26%	i	6%
O=C(COc1cccc2ccccc12)NNC(=O)CSCCO	i	1%	-5%	9%	-2%	17%	·	i	0%
Cc1ccc(C(=O)COC(=O)CNC(=O)c2ccc(N3C(=O)c4ccccc4C3=O)cc2)cc1C	i	-1%	7%	-12%	-1%	15%	-5%	i	-4%
CS(=O)(=O)c1ccc2nc(NC(=O)CN3CCC(Cc4ccccc4)CC3)sc2c1	i	-6%	0%	6%	-6%	-21%	27%	-19%	8%
Cc1cc(C)c2c(n1)SCC(=O)N2CC(=O)Nc1c(C)cccc1C	i	8%	2%&6%	7%&1%	1%	-11%&8%	-9%&5%	21%	-2%&-4%
CCc1cc(-c2[nH]ncc2-c2ccc(OC)cc2)c(O)cc1O	i	-2%	-16%	?	1%	0%	56%	-28%	-11%
CCOC(=O)c1cc(-c2ccccc2)n(CCC(=O)Nc2ccc(OC)c(Cl)c2)c1C	·	·	-15%	?	·	-7%	9%	-42%[inhibitor]	-20%
Brc1ccc(-c2ccc(CNCc3ccccn3)o2)cc1	i	0%	-5%	-11%	-13%	-14%	-11%	-22%	-19%
COc1ccc(OCc2cc(C(=O)NCc3nc(C)cs3)no2)c(Cl)c1	i	-5%	9%	?	0%	29%	·	-61%[inhibitor]	4%
O=C(CSc1nc2ccccc2n1CCc1ccccc1)NC1CC1	i	8%	?	?	1%	-14%	18%	i	-2%
Cc1cc(C)c(OCCCON2C(=O)CCC2=O)c(Br)c1	i	6%	-15%	-21%	?	11%[9.22 µM]	9%	i	5%
CCOC(=O)Nc1ccc2c(c1)N(C(=O)OC)c1ccccc1CC2	i	3%	-25%	-24%	1%	16%	3%	i	24%
COc1cccc(-c2nc(SCc3cc(=O)c4cc(Cl)ccc4[nH]3)n[nH]2)c1	·	·	2%	19%	·	19%	-5%	-17%	-8%
COc1cc(Cl)c(C)cc1NC(=O)c1sc2nc(C)cc(C)c2c1N	·	·	3%	1%	·	17%	7%	-17%	24%
Cc1ccc(C(C)(C)NC(=O)C2CCC(=O)N(CC3CCCCC3)C2)cc1 (configuration not stated)	i	3%	-4%	?	-1%	1%	27%	-48%[inhibitor]	15%
COc1ccc(NC(=O)Nc2c[nH]c(=O)[nH]c2=O)cc1	i	1%	-1%	6%	-1%	0%	-4%	-9%	-4%
CCC(C)(C(=O)NC1CCCC1)N(Cc1cccs1)C(=O)c1ccc2c(c1)OCO2 (configuration not stated)	i	11%	11%[1.53 µM]	-8%	0%	-4%	34%	i	3%
Cc1ccccc1NC1=C(Cl)C(=O)OC1OC(C)C (configuration not stated)	i	-5%	2%	?	0%	?	-1%	i	-3%
FC(F)(F)c1ccccc1Cc1c(-c2cccc(Br)c2)nc2ccc(Cl)cn12	i	-2%	2%	5%	·	2%	-3%	i	-7%
Nc1nc(NCc2ccccc2Cl)n(-c2ccccc2)n1	i	-3%	2%	0%	0%	5%	3%	i	9%
COc1ccc(NCc2cccn2-c2nnc(N3CCOCC3)s2)cc1OC	·	12%	-13%	22%	·	0%	12%	i	-8%

Record cards, as listed above. Values in the order: pAkt inh | aSyn rescue | HEK293 tox | GLP1R inv ag | MmCpn inh | TDP43 rescue | FUS suppressor | PTHR1 agonist | Abeta rescue
Listed for `O=C1c2ccccc2C(Nc2ccc(Cl)cn2)N1c1cccnc1` (configuration not stated) = i | 4% | 0% | ? | 3% | 9% | -8% | -5% | 3%
Listed for `Cc1ccc(C)c(S(=O)(=O)N2CCCOC2CNC(=O)C(=O)NCc2cccnc2)c1` (configuration not stated) = i | 5% | 9% | 18% | -2% | 23% | -21% | i | 4%

Later entries
compound	pAkt inh	aSyn rescue	HEK293 tox	GLP1R inv ag	MmCpn inh	TDP43 rescue	FUS suppressor	PTHR1 agonist	Abeta rescue
COc1ccc(CNc2nc3c(c(=O)[nH]c(=O)n3C)n2Cc2ccccc2)cc1	i	-2%	-4%	13%	-1%	11%	-17%	i	3%
C=CCn1c(=S)[nH]c2scc(-c3ccco3)c2c1=O	i	3%	-6%	36%[activator]	-24%	-17%	?	-12%	0%
COc1ccc(C(=O)NNC(=O)c2cccc3ccccc23)cc1	i	-9%	0%	28%	·	-1%	24%	-11%	-18%
O=C(NC1CCC(O)CC1)c1ccc(Br)o1 (configuration not stated)	i	-14%	3%	8%	0%	-15%	10%	i	-7%
CC1(c2nnc(Cc3ccccc3)o2)CC(c2ccccc2Br)=NO1 (configuration not stated)	i	3%	2%	-31%	0%	20%	8%	i	-16%
CN(Cc1nc2ccccc2c(=O)[nH]1)C(=O)c1ccccc1OCc1ccc(Cl)cc1	i	13%	-5%	?	1%	20µM*	31%	-30%[inhibitor]	-9%
Cn1nc(C(C)(C)C)cc1N1C(=O)CCC1(C)C(=O)Nc1ccc2c(c1)OCCO2 (configuration not stated)	i	2%	-5%	28%	·	0%	-13%	-20%	-15%
COCCNC(=S)Nc1ccc2nc(N3CCOCC3)cc(C)c2c1	i	0%	6%	79%[activator]	-2%	-18%	-6%	-5%	-11%
COc1cc2ccccc2cc1C(=O)Nc1ccccc1Cl	i	2%	1%	?	-2%	0%	-2%	-33%[inhibitor]	-3%
